Compound activity: PubChem, National Center for Advancing Translational Sciences (NCATS)
Pol eta inh: blocks human DNA polymerase eta activity; Potency, µM (highest dose often 114 µM), for the others: at the highest dose activity change, negative = inhibition, hits mostly inhibitors; Q9Y253; 390,000 compounds, 1.2% hits; recombinant Pol eta, fluorescent DNA replication assay; note: potency is the fitted concentration of half-maximal effect; % is set by controls: 0 for no effect and ±100 for the full control effect
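Pol eta (10 nM) was preincubated with compounds for 15 min at room temperature, after which fluorescent replication substrate (50 nM final) was added to start the reaction. Fluorescence was read kinetically at 0 and 10 min.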
ALOX12 inh: inhibitors of human 12S-lipoxygenase ALOX12; Potency, µM (highest dose often 108 µM), for inactives: at the top dose activity change, negative = inhibition, actives largely listed as inhibitors; 580,000 compounds, 1.1% hits; purified 12hLO, xylenol orange hydroperoxide absorbance; P18054; note: potency is the fitted concentration of half-maximal effect; % is set by controls: 0 for no effect and ±100 for the full control effect
Target sequence (P18054 whole entry, looked up): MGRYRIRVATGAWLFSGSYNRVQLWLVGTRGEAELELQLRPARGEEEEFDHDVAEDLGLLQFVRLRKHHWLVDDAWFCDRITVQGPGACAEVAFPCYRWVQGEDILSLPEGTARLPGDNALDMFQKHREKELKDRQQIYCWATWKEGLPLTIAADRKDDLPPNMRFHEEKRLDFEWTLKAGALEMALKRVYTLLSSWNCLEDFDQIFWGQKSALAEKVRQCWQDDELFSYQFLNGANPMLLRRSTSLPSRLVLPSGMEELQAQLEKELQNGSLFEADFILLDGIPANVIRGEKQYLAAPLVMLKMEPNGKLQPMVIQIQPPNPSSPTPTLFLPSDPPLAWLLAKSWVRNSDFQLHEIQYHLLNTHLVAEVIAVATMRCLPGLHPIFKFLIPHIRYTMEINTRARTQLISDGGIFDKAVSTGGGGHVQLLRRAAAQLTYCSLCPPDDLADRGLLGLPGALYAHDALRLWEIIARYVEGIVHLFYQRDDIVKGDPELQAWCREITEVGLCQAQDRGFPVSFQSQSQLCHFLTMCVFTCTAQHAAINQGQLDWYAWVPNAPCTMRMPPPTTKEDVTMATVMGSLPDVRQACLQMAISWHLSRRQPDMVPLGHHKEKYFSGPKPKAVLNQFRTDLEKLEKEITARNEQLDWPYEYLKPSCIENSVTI
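Purified human 12hLO (150 nM final) in 25 mM Hepes, 0.01% Triton X-100, pH 7.0 was preincubated 15 min at room temperature with compound. Then 40 uM arachidonic acid was added, 30 min. Hydroperoxide was read by Fe-XO absorbance ratio 573/405 nm.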
LDHA block: inhibitors of human lactate dehydrogenase A. purified LDHA, NADH/diaphorase-resazurin fluorescence; stronger effect = lower value. 480,000 compounds, 0.15% hits. activity change, % (values are at about 110 or 230 µM); in the data active = activity change below about -30%; inconclusive = mostly about -25% to -30%;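 note: plate controls were DMSO wells for no effect and wells without enzyme for full effect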
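Remaining NADH was detected by diaphorase (0.133 mg/mL) converting 37 µM resazurin to fluorescent resorufin, read at 0 and 20 minutes. The preceding 5-minute room-temperature reaction used 2 nM LDHA, 0.2 mM sodium pyruvate and 0.06 mM NADH at pH 7.4.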
Anesthetic bind: candidate novel general anesthetic via apoferritin binding | 350,000 compounds, 0.074% hits | P02791 | Potency, µM (doses to about 77.5 µM), for inactives: at the top dose activity change, negative = displacement, most hits filed as inhibitors | apoferritin/1-aminoanthracene competitive binding, fluorescence; note: potency is the fitted concentration of half-maximal effect; % is set by controls: 0 for no effect and ±100 for the full control effect; nearly all actives have a fitted effect of over 20% in size
Target sequence (P02791 2-175 limits assumed): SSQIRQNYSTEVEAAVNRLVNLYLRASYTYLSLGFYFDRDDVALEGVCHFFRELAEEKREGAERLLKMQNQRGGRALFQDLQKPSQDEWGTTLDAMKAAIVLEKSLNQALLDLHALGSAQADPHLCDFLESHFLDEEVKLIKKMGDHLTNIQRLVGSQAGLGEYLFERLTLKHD
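In PBS, apoferritin at 10 uM is loaded with 1-AMA from a 50% saturated solution. After 10 min of compound exposure at ambient temperature, reduced 535 nm fluorescence indicates probe displacement.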
POLK inh: inhibitors of human DNA polymerase kappa; Q9UBT6; purified Pol kappa, fluorescent DNA synthesis assay, 10 min; Potency, µM (highest dose often 107 µM), for inactives: at the highest dose activity, negative = inhibition, most hits filed as inhibitors; 400,000 compounds, 0.53% hits; note: potency is the fitted concentration of half-maximal effect; % is set by controls: 0 for no effect and ±100 for the full control effect
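Pol kappa 10 nM + cpd, 15 min RT; start w/ substrate 50 nM final; fluorescence kinetic read, 0 and 10 min. Neg ctrl: buffer, no enzyme.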
APEX1 inh: inhibitors of human APE1 endonuclease | P27695 | recombinant APE1, TAMRA/BHQ-2 abasic DNA cleavage fluorescence | Potency, µM (doses to about 65.8 µM), without a hit: at the highest dose activity change, negative = inhibition, usual class: inhibitors | 350,000 compounds, 0.35% hits | AID 2517;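 note: potency is the fitted concentration of half-maximal effect; plate controls were vehicle for no effect and reference inhibitor for full effect; nearly all actives have a fitted effect of over 55% in size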
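Quantitative HTS: incision of a TAMRA/BHQ-2 double-stranded substrate bearing a tetrahydrofuran abasic site by 0.75 nM APE1 raises fluorescence. Substrate 50 nM final, added after 15 min compound preincubation at room temperature; progress as third-minus-first kinetic read difference.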
ERG Ets-DNA blk: ERG Ets/DNA interaction inhibition | fluorescence polarization, His-ERG Ets domain / labelled DNA | AID 624246 | Potency, µM (titrated, usually from 76.9 µM), without a hit: at the top dose FP activity, negative = inhibition, usual class: inhibitors | P11308 | 370,000 compounds, 0.028% hits; active = well fitted inhibition curve with a large enough effect in the polarisation, with a control signal flat; inconclusive = small, poorly fitted or top-dose-only effect, or effect the other way, or a change in a side signal; inactive = no such curve, though single readings can be large or run the other way; the % refers to the polarisation;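 note: polarization taken with two DNA probes labelled with fluorescein and Texas red; potency is the fitted concentration of half-maximal effect; % of control where 0% means no effect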
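His-tagged ERG Ets domain (1 uM in the protein solution; 300mM KCl, 50mM Tris-HCl, 1mM EDTA, 1mM DTT, pH 7.5) received compound, then a probe mix of 5 nM fluorescein-DNA and 100nM Texas-615-DNA. Fluorescence polarization was read for both dyes.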
POLB inh: blocks human DNA polymerase beta activity. P06746. Pol beta primer extension/strand displacement, fluorescence kinetic. Potency, µM (highest dose often 114 µM), for the others: top-dose activity change, negative = inhibition, usual class: inhibitors. 340,000 compounds, 1.3% hits. AID 485314; note: potency is the fitted concentration of half-maximal effect; % is set by controls: 0 for no effect and ±100 for the full control effect
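Enzyme-only controls used 10 nM Pol beta; buffer lacking enzyme served as negative control. Compound preincubated 15 min, then 50 nM substrate added; 0 and 10 min reads at room temperature.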
RGS4 inhibitor: blocks human RGS4-accelerated GTP hydrolysis; 390,000 compounds, 0.039% hits; Potency, µM (top dose mostly 114 µM), for the others: at the highest dose activity change, negative = inhibition, actives largely listed as inhibitors; AID 504845; P49798; Transcreener GDP fluorescence polarization, RGS4-accelerated GTP hydrolysis; note: potency is the fitted concentration of half-maximal effect; % is set by controls: 0 for no effect and ±100 for the full control effect; nearly all actives have a fitted effect of over 75% in size; some results filed as inactive show a strong effect at the top dose
Target sequence (P49798 whole entry, looked up): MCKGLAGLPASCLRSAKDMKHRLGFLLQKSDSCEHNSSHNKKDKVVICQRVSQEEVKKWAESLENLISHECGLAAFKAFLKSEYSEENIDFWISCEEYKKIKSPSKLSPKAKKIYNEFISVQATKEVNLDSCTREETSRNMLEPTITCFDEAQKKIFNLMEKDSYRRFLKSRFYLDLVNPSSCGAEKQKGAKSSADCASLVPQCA
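MLSMR compounds (23 nl, pin-transferred) preincubated 10 min at room temperature with a 500nM (2x) first reagent, then RGS4 at 900nM (2x) plus Transcreener GDP mix added; fluorescence polarization (620/688 nm) read before and after 90 min at 30 °C.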
* marks the source's active call; other numbers are inactive results; ? = inconclusive; · = not tested or not shown; & = joins results of further samples; [ ] = remark or other dose. Unless noted, calls come from the whole dose curve; as a rule, active = well fitted curve in the direction sought with a large enough effect; inconclusive = small, poorly fitted or top-dose-only effect, or another doubt; inactive = no such curve, though single readings can be large; an effect the other way counts as inactive or inconclusive. An excerpt, so the mix of outcomes need not match the whole.

1. CC(=O)Oc1ccccc1N(C(C)=O)S(=O)(=O)c1ccc2ccccc2c1
2. CC(C)(C)c1ccc(NC(=O)c2ccsc2)cc1
3. COc1ccc(CNC(=O)CSc2nnc3nc(C)cc(C)n23)cc1OC
4. CCCn1c2ccc(F)cc2c2nnc(SCCN3CCCCC3)nc21
5. CCCCN(C(=O)NC(=O)Nc1cccc(C)c1C)S(C)(=O)=O
6. CCOC(=O)c1sc(NC(=O)c2ccc(S(=O)(=O)N3CCOCC3)cc2)nc1-c1ccccc1
7. O=C(NCc1nc2ccccc2[nH]1)C1=C[C@H](C2CCCCC2)C[C@H](OCCCCO)O1
8. COc1ccc(C(=O)N=c2sccn2C)cc1

screen / no. | 1 | 2 | 3 | 4 | 5 | 6 | 7 | 8
Pol eta inh | -8% | -26% | 1% | -16%&-6% | -3% | -10% | -15% | -7%
ALOX12 inh | 0% | 305%[activator] | 13% | 11%&-12% | -6% | 1% | -2% | -6%
LDHA block | -12 | 1 | -5 | -5&-1 | -3 | -7 | 2 | -1
Anesthetic bind | -21% | -26% | -6% | -1%&-24% | ? | -12% | · | -6%
POLK inh | -1% | -4% | -23% | 0%&-11% | -13%[60.1 µM] | -15% | 12% | 0%
APEX1 inh | -2% | -2% | 15% | -10% | -1% | 9% | · | ?
ERG Ets-DNA blk | 1% | 0% | 3% | -4%&2% | · | 1% | 7% | -1%
POLB inh | 15% | 24% | ? | ? | 5% | -2% | · | 1%
RGS4 inhibitor | -45% | -34% | 10% | 4%&-6% | 18% | 13% | -26% | -11%

9. CCOc1cc(C(=S)N2CCOCC2)ccc1OS(=O)(=O)c1ccc(C)cc1
10. COC(=O)c1ccccc1NC(=O)CN(C)S(=O)(=O)c1ccc(OC)cc1
11. Cc1ccc(CNC(=O)C(=O)NCC2OCCN2C(=O)c2ccc3c(c2)OCO3)cc1 (centres undefined)
12. COc1ccc(NC(=O)CS(=O)(=O)c2ccccc2Cl)cc1
13. O=C(Nn1c(SCc2ccc(F)cc2)nc2ccsc2c1=O)c1ccccc1
14. COc1ccc(NC(=O)C2C3C=CC(O3)C2C(=O)O)cc1 (centres undefined)
15. COCCCNC(=O)C[C@H]1C[C@H](C(=O)N2CCOCC2)[C@@]2(CCC3CCCC3)c3[nH]c4ccc(Cl)cc4c3CCN2C1=O
16. Cc1ccc(C(=O)N/N=C/C=C/c2ccccc2)o1

screen / no. | 9 | 10 | 11 | 12 | 13 | 14 | 15 | 16
Pol eta inh | -11% | -10% | ? | -14% | -22% | 7% | -8% | -9%
ALOX12 inh | -6% | 21% | -13% | 0% | -9% | 71%[activator] | ? | 14%
LDHA block | 0 | -9 | -5 | -8 | -2 | 1 | -1 | 2
Anesthetic bind | ? | -11% | -10% | -2% | ? | -4% | · | -6%
POLK inh | -2% | -1% | -14% | -3% | -9% | -2% | -7% | 12%
APEX1 inh | 19% | 0% | -11% | -16% | 7% | 15% | -36% | 6%
ERG Ets-DNA blk | 6% | -12% | -8% | 5% | 16% | -15% | -8% | 15%
POLB inh | 2% | -1% | 21% | 17% | 1% | -6% | · | 1%
RGS4 inhibitor | -31% | -19% | -24% | 3% | -11% | 7% | -11% | -28%

17. COCCNC(=O)C(c1ccncc1)N(C(=O)c1sc(C)nc1C)c1cccc(C)c1 (centres undefined)
18. N#CC1=C(N)N(c2cccc(Cl)c2)C2=C(C(=O)CCC2)C1c1cc(CN2CCOCC2)cs1 (centres undefined)
19. CCCc1ccc(S(=O)(=O)N2CCC(Oc3ccc(-n4cnnn4)cc3)CC2)cc1
20. CCCCCCCNC(=O)C1(CC2CC(c3cccc(Br)c3)=NO2)CCNCC1 (centres undefined)
21. COc1ccc(CCNC(=O)CN(C)S(=O)(=O)c2cccs2)cc1
22. Cc1ccc2c(=O)cc(C(=O)Nc3ccc(S(=O)(=O)Nc4ncccn4)cc3)oc2c1C
23. O=[N+]([O-])c1ccc(-c2cnc(SC(c3ccccc3)c3ccccc3)[nH]2)cc1
24. Cc1ccc(-c2ccc(=O)n(CC(=O)NCCCN3CCCCC3)n2)cc1

screen / no. | 17 | 18 | 19 | 20 | 21 | 22 | 23 | 24
Pol eta inh | -3% | -9% | 1% | -29% | -2% | 2% | -18% | -5%
ALOX12 inh | -14% | 11% | -21% | ? | -20% | ? | -4% | 6%
LDHA block | -10 | 2 | 4 | 3 | -4 | 0 | -3 | -7
Anesthetic bind | -6% | -19% | -1% | -22% | · | 28% | -13% | -22%
POLK inh | -7% | -18% | -3% | -3% | -15% | 15% | -7% | -11%
APEX1 inh | 1% | · | · | 11% | 52%[activator] | · | -4% | 1%
ERG Ets-DNA blk | -2% | -1% | 0% | 0% | -12% | 9% | 0% | ·
POLB inh | 8% | 11% | 17% | 14% | · | 42% | -11% | ?
RGS4 inhibitor | 7% | -21% | 15% | -34% | 29% | 2% | -15% | -7%

25. CCN(CC)C(=O)CSc1nnc(SC(C)C(=O)NC2CC2)s1 (centres undefined)
26. COc1ccccc1N1CCN(CCCNC(=O)c2nnc(Cc3c(F)cccc3Cl)o2)CC1
27. Cc1ccc2c(c1)c1c(c(=O)n(-c3cccc(Cl)c3)c(=O)n1CC(N)=O)n2C
28. Cc1ccc(CNC(=O)CS(=O)(=O)c2cccc3nsnc23)cc1
29. COCc1c(C(=O)N2CCN(S(=O)(=O)c3ccccc3Cl)CC2)oc2ccccc12
30. CCCc1nn2c(=O)cc(CSCC(=O)Nc3ccc(OC)cc3)nc2s1
31. CCN(CC)c1ccc([N+](=O)[O-])cc1/C=N/NC(=O)CC#N
32. CCOC(=O)N(O)c1ccc(C=Cc2ccccc2)cc1

screen / no. | 25 | 26 | 27 | 28 | 29 | 30 | 31 | 32
Pol eta inh | -10% | -10% | -2% | -25% | -13% | 9% | -20% | 13µM*
ALOX12 inh | 360%[activator] | -18% | -22% | -5% | -22% | 5% | -15% | -16%
LDHA block | -4 | -5 | -4 | -8 | -6 | -1 | -7 | 6
Anesthetic bind | · | -15% | -14% | 1% | · | 0% | -11% | ·
POLK inh | 1% | 0% | 10% | -6%[60.1 µM] | -11% | -3% | -7% | 79µM*
APEX1 inh | 27% | · | · | · | 20% | -16% | 12% | ·
ERG Ets-DNA blk | 0%[15.4 µM] | -2% | 1% | 5% | -3% | 10% | 1% | 47%[activator]
POLB inh | · | -25% | 81% | -1% | · | -13% | 11% | ·
RGS4 inhibitor | 0% | -9% | -2% | -35% | 16% | 1% | 15% | -11%

33. CCN1CCN(C(=O)c2cc3sccc3n2CC(=O)c2ccccc2)CC1
34. Clc1c(OCCCn2ccnc2)ccc2ccccc12
35. CC(C)CCNC(=O)CO/N=C/c1ccccc1OC(F)F
36. O=C(NCc1cccc(C(F)(F)F)c1)c1cccc(Cl)c1Cl
37. O=[N+]([O-])c1ccccc1/C=C/C=N/Nc1ccc(S(=O)(=O)Nc2ccc(Cl)cc2)cc1[N+](=O)[O-]
38. O=C(Nc1cc(S(=O)(=O)N2CCOCC2)ccc1N1CCCC1)c1ccc2c(c1)S(=O)(=O)c1ccccc1C2=O
39. Nc1ccccc1C(=O)Nc1nccs1
40. COc1ccccc1-n1ccnc(SCC(=O)NCc2ccccc2Cl)c1=O
41. Cc1nn(C)cc1/C=N/NC(=S)Nc1ccc(Cl)cc1Cl
42. Cc1ccc2c(C(=O)CN3CCSCC3)c(C)[nH]c2c1
43. Cc1onc(-c2ccccc2Cl)c1C(=O)N1CCCCC1C(=O)O (centres undefined)

screen / no. | 33 | 34 | 35 | 36 | 37 | 38 | 39 | 40 | 41 | 42 | 43
Pol eta inh | -1% | -3% | -8% | -13% | 1% | -17% | -7% | -12% | -15% | -9% | -7%
ALOX12 inh | -25% | ? | -5% | -9% | ? | 14µM* | 4% | -2% | -24% | ? | -3%
LDHA block | -8 | -5 | -9 | -3 | -3 | -8 | 3 | -12 | -7 | -4 | 1
Anesthetic bind | -13% | ? | -11% | -4% | -12% | -15% | 171%[activator] | · | 0% | -6% | 0%
POLK inh | -2% | 4% | -7% | 1% | -15% | -1% | 2% | -6% | -2% | -15% | 10%
APEX1 inh | -1% | 24% | 10% | -2% | -11% | 0% | -4% | 9% | 6% | 1% | ?
ERG Ets-DNA blk | 0% | -9% | -9% | -5% | -2% | 0% | -5% | · | -2% | -12% | 19%
POLB inh | 3% | 3% | 17%[57.1 µM] | 2% | -7% | 34% | 0% | · | -14% | -14% | -11%
RGS4 inhibitor | 3% | 16% | 10% | 22% | 14% | ? | -34% | -15% | -45% | -10%[11.4 µM] | -21%
